# High-throughput results: PubChem BioAssay, National Center for Advancing Translational Sciences (NCATS)
# GALK inh = galactokinase (human) inhibition | AID 1868 | 0.007% of 270,000 active | Purified GALK, Kinase-Glo residual ATP luminescence | P51570 | Potency, µM (top dose mostly 57.5 µM), for inactives: at the top dose activity change, negative = inhibition, most hits filed as inhibitors; also: potency is read from the fitted curve at half-maximal effect; % is scaled to controls: 0 for no effect and ±100 for the full control effect
#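 Luminescence from leftover ATP (Ultra-Glo luciferase/luciferin) served as read-out after a 1 h room-temperature reaction of 5 nM GALK with 35 uM ATP and 100 uM galactose.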
# a7 integrin act = integrin-mediated muscular dystrophy alleviation activation. Potency, µM (top dose mostly 38.3 µM), inactives show at the top dose activation, hits mostly activators. alpha7betagal myoblasts, beta-gal FDG fluorescence, 48 h. 0.064% of 350,000 active;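 also: potency is read from the fitted curve at half-maximal effect; 100% = response of the positive control SU9516; nearly all actives have a fitted effect of over 60% in size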
#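 alpha7betagal+/- myoblasts (passage 13, 250/well) treated 48 h at 37C with compounds at 1:260 dilution of DMSO stock. Lysed, then beta-galactosidase activity read as FDG fluorescence (ex 480/em 540) after 30 min, with pre-read for autofluorescence.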
# A-T KAP1 phos = potential ataxia-telangiectasia treatments restoring KAP-1 phosphorylation. […] A-T fibroblasts, KAP-1 phosphorylation AlphaLISA; neocarzinostatin DNA damage 30 min before lysis. Potency, µM (highest dose often 57.5 µM), inactives show top-dose activation, hits mostly activators. 0.19% of 320,000 active; also: potency is read from the fitted curve at half-maximal effect; % of control where 0% means no effect; nearly all actives have a fitted effect of over 45% in size
#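 hTERT-immortalized A-T patient fibroblasts ([…]), 500 cells/well in OPTI-MEM, 1% FBS, got compounds for 60 min, then NCS for 30 min at 37C. Lysates were then assayed for phospho-KAP-1 by AlphaLISA (anti-pKAP1 donor, anti-KAP1 acceptor beads), 6 hr at 25C.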
# Coupling enz = counter-screen for Giardia aldolase inhibitors: coupling enzyme system. 0.67% of 290,000 active. AID 2472. activity change, negative = inhibition, % at 58.2 µM, hits read low. coupling enzyme system counterscreen, AmpLite Red fluorescence; in the data active = activity change below about -30%; also: % is scaled to controls: 0 for no effect and ±100 for the full control effect
#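 Final compound at 57.5 uM, incubated 10 min at RT with coupling enzyme reagent (glyceraldehyde-3-phosphate), then 20 min with substrate and AmpLite Red detection. Fluorescence read at 525/598 nm; tests interference with the coupling assay, not aldolase inhibition.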
# hERG WT inh = inhibitors of human wildtype KCNH2 potassium channel; U2OS, BacMam KCNH2, thallium flux FluxOr; stronger effect = lower value; activity change, % at 1.84 µM; 0.37% of 340,000 active;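 active = maximum activity change below -70%; inconclusive = maximum activity change between -70% and -50%; inactive = maximum activity change above -50%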; also: % is scaled to controls: 0 for no effect and ±100 for the full control effect
# Target sequence (Q12809 whole entry, looked up): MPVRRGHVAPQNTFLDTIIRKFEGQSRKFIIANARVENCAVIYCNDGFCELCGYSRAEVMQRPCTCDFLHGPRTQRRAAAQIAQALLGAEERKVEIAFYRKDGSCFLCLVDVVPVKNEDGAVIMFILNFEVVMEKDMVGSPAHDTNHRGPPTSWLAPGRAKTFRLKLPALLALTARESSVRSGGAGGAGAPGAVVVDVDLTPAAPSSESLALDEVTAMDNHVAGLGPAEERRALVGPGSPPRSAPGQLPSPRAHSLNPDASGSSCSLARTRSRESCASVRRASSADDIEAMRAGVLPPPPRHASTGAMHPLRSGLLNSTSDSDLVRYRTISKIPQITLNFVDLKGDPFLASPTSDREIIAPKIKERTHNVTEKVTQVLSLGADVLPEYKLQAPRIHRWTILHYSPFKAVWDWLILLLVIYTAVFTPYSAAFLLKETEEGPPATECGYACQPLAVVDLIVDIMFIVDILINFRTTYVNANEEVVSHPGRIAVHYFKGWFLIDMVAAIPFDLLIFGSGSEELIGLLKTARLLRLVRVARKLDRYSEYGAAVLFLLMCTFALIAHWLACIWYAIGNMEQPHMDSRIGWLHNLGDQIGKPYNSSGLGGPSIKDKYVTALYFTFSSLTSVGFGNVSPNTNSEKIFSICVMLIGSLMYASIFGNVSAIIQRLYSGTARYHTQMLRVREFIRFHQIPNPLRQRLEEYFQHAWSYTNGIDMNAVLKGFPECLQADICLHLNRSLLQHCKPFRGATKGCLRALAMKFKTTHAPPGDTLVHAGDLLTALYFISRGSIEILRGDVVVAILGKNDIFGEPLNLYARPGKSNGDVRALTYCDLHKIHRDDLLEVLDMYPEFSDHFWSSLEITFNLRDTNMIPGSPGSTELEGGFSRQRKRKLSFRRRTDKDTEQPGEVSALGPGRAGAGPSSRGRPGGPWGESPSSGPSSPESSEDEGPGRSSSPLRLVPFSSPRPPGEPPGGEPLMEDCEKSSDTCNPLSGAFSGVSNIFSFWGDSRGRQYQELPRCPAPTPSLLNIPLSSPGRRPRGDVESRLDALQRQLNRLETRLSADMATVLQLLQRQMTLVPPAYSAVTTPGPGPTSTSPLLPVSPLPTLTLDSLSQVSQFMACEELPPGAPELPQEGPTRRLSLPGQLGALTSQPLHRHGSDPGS
#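 U2OS cells transduced with wild-type KCNH2 virus are loaded with FluxOr dye for 45 min, and thallium flux is measured in kinetic reads before and after stimulation buffer. Rate constants are normalized to DMSO controls.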
# CXXC DNA block = inhibitors of human MLL CXXC domain-DNA interaction. AID 2662. MLL-CXXC / FITC-HOXA9 DNA fluorescence polarization. Potency, µM (titrated, usually from 115 µM), without a hit: top-dose activity change, negative = inhibition, most hits filed as inhibitors. 0.037% of 290,000 active. Q03164; active = well fitted inhibition curve with a large enough effect in the polarisation, with a control signal flat, not every such curve was filed as active; inconclusive = small, poorly fitted or top-dose-only effect, or effect the other way, or a change in a side signal; inactive = no such curve, though single readings can be large or run the other way; the % refers to the polarisation; also: potency is read from the fitted curve at half-maximal effect
#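 Fluorescence polarization: 7 uM MLL-CXXC (stock) preincubated 5 min with compounds, then 50 nM fluorescein-HOX-A9 DNA (stock) added; 30 min ambient. Buffer 50 mM Tris-HCl pH 7.5, 50 mM NaCl, 1 mM DTT, 0.05% BSA.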
# MBNL1-CUG inh = blocks human MBNL1 binding to CUG repeat RNA | Q9NR56 | TR-FRET MBNL1-His/biotin-(CUG)12 binding, 665/545 ratio | Potency, µM (top dose mostly 57.5 µM), without a hit: at the top dose activity change, negative = inhibition, hits mostly inhibitors | 0.036% of 280,000 active; active = well fitted inhibition curve with a large enough effect in the signal ratio, with a control signal flat, not every such curve was filed as active; inconclusive = small, poorly fitted or top-dose-only effect, or effect the other way, or a change in a side signal; inactive = no such curve, though single readings can be large or run the other way; the % refers to the signal ratio; also: potency is read from the fitted curve at half-maximal effect; % is scaled to controls: 0 for no effect and ±100 for the full control effect
#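 TR-FRET readout: Ex 340 nm, 665/545 nm emission ratio, normalized to buffer-only (basal) and MBNL1-(CUG)12 controls. Complex of MBNL1-His with Biotin-(CUG)12, compounds 92 nM–58 uM, incubated 60 min at room temperature.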
# TRPV1 ag = activates the human vanilloid receptor TRPV1. TRPV1-expressing cells, Fluo-8 calcium influx, agonist mode. activation, % at 8.33 µM. AID 540275. 0.19% of 320,000 active; in the data active = activation above about 80%; inconclusive = between about 30% and that limit; also: 0% is about no effect
#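 Fluo-8 calcium influx in TRPV1-expressing cells, kinetic read (ex 480/em 520 nm). Compound added and read 3 min for agonist activity, followed by capsaicin at EC20 final and 2 min further read for enhancement.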
# ASM inhibitor = blocks human secretory acid sphingomyelinase; 0.006% of 340,000 active; Potency, µM (highest dose often 57.5 µM), for the others: at the top dose activity change, negative = inhibition, usual class: inhibitors; placental ASM, HMU-PC fluorogenic substrate, 60 min; also: potency is read from the fitted curve at half-maximal effect
#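 Steps: dispense placental human ASM, pin compound, wait 10 min at room temperature, add HMU-PC0 substrate at 9 uM final, incubate 60 min at 37 °C, add stop solution raising pH to 10, read fluorescence.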
# KCNH2 3.1 inh = KCNH2 3.1 (human) potassium channel inhibition; U2OS KCNH2 3.1, thallium flux FluxOr; stronger effect = lower value; 0.95% of 340,000 active; activity change, % (tested at about 1.8 µM); AID 720553;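 active = maximum activity change below -70%; inconclusive = maximum activity change from -70% to -50%; inactive = maximum activity change above -50%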;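 also: thallium influx rate constant from kinetic fluorescence after stimulation buffer; % is scaled to controls: 0 for no effect and ±100 for the full control effect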
#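 FluxOr-based Tl+ influx in U2OS cells transduced with KCNH2 3.1 virus; rate constants normalized to DMSO controls.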
# * = called active by the depositor; ? = inconclusive; . = no result given; [ ] = dose if it differs, or a comment. Unless noted, calls follow the shape of the dose curve; as a rule, active = well fitted curve in the direction sought with a large enough effect; inconclusive = small, poorly fitted or top-dose-only effect, or another doubt; inactive = no such curve, though single readings can be large; an effect the other way counts as inactive or inconclusive.
SMILES,GALK inh,a7 integrin act,A-T KAP1 phos,Coupling enz,hERG WT inh,CXXC DNA block,MBNL1-CUG inh,TRPV1 ag,ASM inhibitor,KCNH2 3.1 inh
C=CCOc1ccccc1CNc1ccc2[nH]c(=O)[nH]c2c1,1.0%,13.0%,3.2%,-0.2,-0.8,-11.4%,15.1%,0.9,2.0%,-21.2
COc1ccccc1CNC(=O)CS(=O)Cc1nc(-c2ccccc2C)oc1C (stereo not given),-0.1%,10.1%,2.3%,0.6,-9.4,-5.8%,12.1%,8.3,-3.6%,8.2
CCc1ccc(/C=C2/Sc3ccccc3N(CC(=O)NCCCN3CCOCC3)C2=O)cc1,1.3%,-4.1%,-14.7%,3.2,29.6,-8.0%,19.9%,-5.8,-12.7%,-28.8
COc1ccc(C(=O)CCc2ccccc2)cc1,-1.9%,-8.6%,-8.8%,2.5,11.4,2.1%,-4.7%,?,0.9%,4.1
C=CCNCCOc1c(C)cc(C)cc1Cl,2.0%,0.2%,1.6%,-0.3,4.3,22.2%,-2.6%,0.3,-1.7%,6.9
CCN(C(=O)CSc1ncnc2sccc12)c1c(N)n(Cc2ccccc2)c(=O)[nH]c1=O,.,-3.6%,-3.2%,.,-1.0,.,.,-1.3,5.1%,-3.4
CN1CCN(c2ccc(NS(=O)(=O)c3ccc(Cl)cc3)cn2)CC1,-1.6%,-0.6%,-4.4%,-6.5,-34.3,?,-2.8%,11.3,2.1%,-5.8
O=C(CN1CCN(c2cccc(C(F)(F)F)c2)CC1)Nc1cccc(C(F)(F)F)c1,-1.1%,-13.7%,3.6%,-4.3,-0.6,-6.7%,-2.5%,16.7,-13.8%,-10.2
CCCCn1nnnc1SCC(=O)Nc1ccc2c(c1)OCO2,2.8%,2.7%,13.6%,2.3,1.1,3.8%,-3.1%,0.6,1.2%,22.2
Cc1nc(SCC(=O)NCC2COc3ccccc3O2)c2c(C)c(C)sc2n1 (stereo not given),.,1.8%,0.6%,.,-5.1,.,.,3.8,-4.8%,4.6
CCC1(C)Cc2c(sc3nc(SC)[nH]c(=S)c23)CO1 (stereo not given),-4.2%,3.2%,-10.5%,-4.2,-21.5,?,20.8%,3.6,-0.4%,-14.6
O=C1Nc2ccccc2S/C1=C/c1cccs1,.,9.5%,13.6%,4.2,-3.8,-0.1%,-1.4%,18.8,-0.7%,4.9
O=C(Nc1ccc(S(=O)(=O)N2CCOCC2)cc1)c1ccc(Cl)cc1,4.4%,0.5%,-5.4%,-7.0,3.5,-2.3%,0.9%,?,-5.4%,3.4
CCOc1ccc(C(=O)Nc2ccc(S(=O)(=O)Nc3cc(C)on3)cc2)cc1,-1.6%,-8.8%,4.7%,0.0,1.3,89.3%[activator],0.9%,-1.3,1.0%,-1.3
CC1=CC(C)(C)n2c(O)c(C3=NC(=S)NC3=O)c3cc(OC(=O)c4cccc5ccccc45)cc1c32,-0.5%,-23.2%,2.8%,-1.1,-1.8,-6.5%,-6.5%,1.8,-14.8%,8.9
CCCSc1nc2[nH]ncc2c(=O)[nH]1,1.0%,30.5%,3.0%,2.2,-3.2,13.7%,-20.9%,-3.6,1.6%,10.0
CN(c1ccccc1)S(=O)(=O)c1ccc(Cl)c(C(=O)Nc2ccc(N3CCOCC3)cc2)c1,9.2%,-36.7%,2.0%,10.7,-5.0,11.1%,1.2%,16.6,-1.3%,3.4
CCOC(=O)C1CCCN(C(=O)c2cc(Nc3ccc(OC)cc3OC)nc3ccccc23)C1 (stereo not given),-2.1%,3.9%,-2.0%,3.8,6.9,1.6%,0.0%,3.8,-8.5%,-6.2
Cc1csc(NC(=O)C2CCCN2C(=O)OCC(C)C)n1 (stereo not given),2.0%,18.8%,14.4%,3.6,6.8,1.0%,-14.5%,1.0,3.6%,2.5
O=C(Nc1ncccn1)C1c2ccccc2Oc2ccccc21,2.3%,-15.2%,-9.5%,0.6,1.1,14.2%,-4.8%,1.7,2.8%,-6.8
COc1ccc2c(c1)c(C(=O)N/N=C/c1cccc(O)c1)c(C)n2C,0.3%,-25.7%,1.0%,-3.8,-19.8,-4.5%,17.4%,-5.6,1.5%,-6.2
COc1ccc(NC(=O)CN(C)CC(=O)N(C)C2(C#N)CCC(C)CC2)cc1 (stereo not given),.,-9.8%,.,.,-2.8,.,.,4.2,-2.0%,-2.2
Cc1cc(C(=O)NNC(=S)NCC(C)C)cs1,0.2%,-2.5%,-0.1%,2.7,-3.7,-1.6%,-15.2%,2.4,5.6%,7.0
c1ccc2c(OCCCN3CCCCCC3)cccc2c1,5.3%,-4.8%,-0.2%,0.9,23.2,9.8%,-0.9%,8.8,0.4%,?
Cc1cccn2c(=O)c3cc(C(=O)NCc4ccccc4)c(=N)n(CCCN4CCOCC4)c3nc12,.,-30.4%,.,.,-0.1,.,.,.,.,-5.6
CCOc1ccc2[nH]cc(C(=O)NCCc3ccccc3)c(=O)c2c1,-5.5%,7.5%,-3.5%,0.4,-6.4,6.4%,-5.0%,4.8,-7.0%,10.7
Cc1cc(C(=O)N2CCN(C(c3ccccc3)c3ccccc3)CC2)on1,0.1%,20.2%,12.5%,2.5,0.1,3.3%,-7.9%,?,-1.7%,-0.9
Cc1noc(NS(=O)(=O)c2ccc(NC(=O)NC(C)(C(F)(F)F)C(F)(F)F)cc2)c1C,1.1%,32.4%,-6.8%,6.4,12.6,-13.8%,-4.2%,-3.2,-0.2%,0.8
O=C(NCCc1ccccc1Cl)c1cc(COc2ccc(F)cc2F)on1,.,42.5%,.,.,-5.2,.,.,.,-3.1%,-9.9
O=C(NN=Cc1cccc([N+](=O)[O-])c1)c1cc(-c2cccnc2)nc2ccccc12,.,12.1%,.,.,-11.7,.,.,.,-7.5%,-32.7
COc1ccc(C2N=C(c3ccccc3)C(C)(C)N2O)cc1 (stereo not given),2.8%,22.1%,.,1.9,-1.5,14.4%,3.5%,3.6,-5.1%,0.0
CC(C)n1c(SCC(=O)NC2CC2)nnc1C1CC1,1.2%,?,2.9%,.,3.2,14.3%,-14.4%,-2.7,1.5%,10.8
CCC(=O)NC(c1ccc(OC)cc1)c1c(O)ccc2ccccc12 (stereo not given),-1.9%,-44.3%,3.6%,1.4,-10.1,-4.4%,2.5%,-1.8,83.9%[activator],10.2
CCn1cc(C(=O)N(C)c2ccc(OC)cc2)c2cc(OC)c(OC)cc2c1=O,1.0%,0.0%,3.7%,-0.1,-6.2,-6.0%,-10.5%,2.1,4.2%,5.8
COc1ccc(-c2cc(C(=O)N3CCCCC3)c3ccccc3n2)cc1,.,0.0%,-1.5%,.,-19.2,.,.,?,38.6%,-6.3
Cc1cc(SCC(=O)N/N=C/c2ccc(O)cc2O)nc2ccccc12,-5.7%,-30.7%,-4.2%,3.6,-7.3,13.1%,11.5%,22.0,-15.4%,-44.2
CCc1cccc2c(C(=O)COC(=O)c3cnc(C)cn3)c[nH]c12,.,2.0%,-1.9%,.,-0.9,.,.,0.2,3.2%,-10.0
O=C(CSCc1nc2ccccc2[nH]1)Nc1ccccc1,2.1%,-8.1%,-2.7%,0.8,1.2,2.6%,-7.8%,21.7,-0.7%,-5.9
Cc1ccccc1OC(C)C(=O)N1CCN(c2ccccn2)CC1 (stereo not given),2.7%,?,1.7%,.,12.6,5.4%,-2.2%,3.3,5.3%,22.0
CC(=O)N1CCC(=NNc2ccc(S(N)(=O)=O)cc2[N+](=O)[O-])CC1,-0.4%,-9.9%,-8.9%,-1.0,4.8,-1.9%,?,0.7,-4.2%,-8.5
CCOc1ccc(C(=O)CCC(=O)NC(C)C(=O)OC)cc1 (stereo not given),1.6%,14.7%,-0.5%,1.6,-6.8,6.0%,-1.7%,2.3,-0.2%,-5.3
Cc1cc(C)n(CCN(C)Cc2cn[nH]c2-c2ccc(F)cc2F)n1,-1.5%,-8.2%,-1.9%,-0.7,5.1,1.3%,1.1%,-0.8,0.9%,2.7
C[C@@H]1Cc2c(O)c(O)cc(O)c2C(=O)O1,4.8%,-4.7%,.,-2.8,-1.9,-10.9%,-5.2%,-0.8,1.9%,0.9
O=C(NC(=S)NCCc1ccccn1)c1ccccc1,0.6%,19.2%,6.7%,2.4,-12.0,2.1%,.,15.9,2.4%,1.1
O=C(CSCc1ccccc1)N/N=C/c1ccc(OCC(=O)N2CCCCC2)cc1,1.5%,-2.2%,3.4%,2.1,-0.3,12.3%,.,1.2,1.6%,10.4

# No enrichment for hits (roughly 2% active in at least one column).
